Screening results as filed in PubChem BioAssay.
EBNA-1 inhibitor: blocks EBNA-1 binding to DNA; EBNA-1 DNA binding, fluorescence polarization; inhibition, % at 14.8 µM; actives 0.34% (n = 300,000); AID 1950; in the data active means inhibition above about 28%
ZTA counter: ZTA (EBV) inhibition in EBNA-1 counter-screen; inhibition, % at 11 µM; P03206; ZTA-DNA binding, fluorescence polarization; actives 0.15% (n = 320,000); AID 2234; in the data active means inhibition above about 33%
GSTO1 inh: GSTO1 inhibition, counter-screen for RBBP9 inhibitors. P78417. recombinant GSTO1, activity-based probe fluorescence polarization. inhibition, % at 5.96 µM. actives 1.1% (n = 300,000). AID 1974;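 active means inhibition above the campaign mean inhibition plus 3 SD, cut at about 35% in these data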;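 further: 0% = GSTO1-1 with DMSO and 100% = wells lacking GSTO1-1 enzyme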
LYPLA1 inh: LYPLA1 (human) inhibition in PME1 counter-screen | O75608 | recombinant LYPLA1, FP-Rh probe fluorescence polarization | inhibition, % at 5.9 µM | actives 0.16% (n = 320,000) | AID 2174;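 active means inhibition above the mean of all tested compounds plus 3 SD, set per campaign, cut at about 14% in these data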;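 further: inhibitors block serine hydrolase probe labeling of LYPLA1 so polarization falls; 0% = enzyme with DMSO and 100% = wells lacking LYPLA1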
Target sequence (O75608 whole entry, looked up): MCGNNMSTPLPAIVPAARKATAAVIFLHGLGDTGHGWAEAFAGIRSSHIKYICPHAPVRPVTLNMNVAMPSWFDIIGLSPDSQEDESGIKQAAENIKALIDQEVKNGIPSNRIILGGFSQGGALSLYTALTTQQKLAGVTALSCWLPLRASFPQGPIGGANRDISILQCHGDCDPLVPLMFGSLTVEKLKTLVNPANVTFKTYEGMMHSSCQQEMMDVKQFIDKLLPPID
LYPLA2 counter: blocks human lysophospholipase 2, a PME1 counter-screen | recombinant LYPLA2, FP-Rh probe fluorescence polarization | O95372 | actives 0.38% (n = 320,000) | AID 2177 | inhibition, % at 5.9 µM;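 active means inhibition above the screen-wide mean plus 3 SD, limit set per campaign, cut at about 26% in these data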;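 further: 0% = LYPLA2 with DMSO and 100% = wells lacking LYPLA2 enzyme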
Target sequence (O95372 whole entry, looked up): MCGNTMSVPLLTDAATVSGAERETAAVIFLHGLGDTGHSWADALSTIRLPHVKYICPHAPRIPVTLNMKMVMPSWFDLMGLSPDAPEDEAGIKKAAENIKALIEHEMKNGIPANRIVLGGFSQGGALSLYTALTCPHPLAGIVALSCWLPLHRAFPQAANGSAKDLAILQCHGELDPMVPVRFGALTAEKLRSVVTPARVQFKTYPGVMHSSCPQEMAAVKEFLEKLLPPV
PAFAH1B3 inh: inhibitors of human PAFAH1B3. recombinant PAFAH1B3, FP-rhodamine probe, fluorescence polarization. inhibition, % at 3.39 µM. actives 0.28% (n = 340,000). AID 492972;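 active means inhibition above the screen-wide average of all tested compounds plus 3 SD, cut at about 25% in these data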;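 further: 0% = enzyme with DMSO only and 100% = wells lacking PAFAH1B3 protein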
PAD4 inh: blocks human protein arginine deiminase 4. inhibition, % at 6.36 µM. AID 485272. recombinant PAD4, RCA probe fluorescence polarization. actives 0.41% (n = 330,000);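 active means percent inhibition above a cutoff equal to the mean of all tested compounds plus 3 SD, cut at about 15% in these data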;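 further: 0% = PAD4 with RCA probe and DMSO and 100% = probe without PAD4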
Target sequence (Q9UM07 whole entry, looked up): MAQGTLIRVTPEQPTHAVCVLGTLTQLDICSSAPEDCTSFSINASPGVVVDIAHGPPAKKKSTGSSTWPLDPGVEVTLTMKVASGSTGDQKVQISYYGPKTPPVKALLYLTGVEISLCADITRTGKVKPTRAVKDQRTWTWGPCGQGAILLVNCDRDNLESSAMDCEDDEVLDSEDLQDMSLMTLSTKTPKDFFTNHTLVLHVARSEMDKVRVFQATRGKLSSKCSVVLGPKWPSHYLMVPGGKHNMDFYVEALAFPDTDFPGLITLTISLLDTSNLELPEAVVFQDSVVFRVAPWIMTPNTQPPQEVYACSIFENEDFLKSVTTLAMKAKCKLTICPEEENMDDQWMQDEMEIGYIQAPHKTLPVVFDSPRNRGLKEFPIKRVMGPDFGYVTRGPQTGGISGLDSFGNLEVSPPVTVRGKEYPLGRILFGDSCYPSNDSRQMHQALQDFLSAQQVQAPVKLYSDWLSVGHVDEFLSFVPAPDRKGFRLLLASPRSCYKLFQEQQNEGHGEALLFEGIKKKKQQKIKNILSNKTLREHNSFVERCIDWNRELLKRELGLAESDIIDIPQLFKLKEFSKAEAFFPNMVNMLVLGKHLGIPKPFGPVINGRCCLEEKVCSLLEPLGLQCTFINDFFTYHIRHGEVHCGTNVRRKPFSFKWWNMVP
PAFAH2 inh: PAFAH2 (human) inhibition | Q99487 | recombinant PAFAH2, FP-rhodamine activity probe, fluorescence polarization | inhibition, % at 3.39 µM | actives 0.99% (n = 340,000);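 active means inhibition above the mean over all tested compounds plus 3 SD, cut at about 30% in these data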;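 further: inhibitors block probe labeling of enzyme so polarization drops; 0% = enzyme with DMSO and 100% = wells lacking PAFAH2 protein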
PREPL inh: inhibits the human prolyl oligopeptidase-like enzyme; Q4J6C6; recombinant PREPL, fluorescence polarization activity-based probe; inhibition, % at 5.96 µM; actives 0.68% (n = 320,000); AID 2751; in the data active means inhibition above about 43%;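 further: 0% = enzyme with DMSO and 100% = wells lacking enzyme; many of its hits are not listed in these tables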
* marks the source's active call; other numbers are inactive results; · = not tested or not shown. A portion of the library (hit frequency here may not be typical).

SMILES | EBNA-1 inhibitor | ZTA counter | GSTO1 inh | LYPLA1 inh | LYPLA2 counter | PAFAH1B3 inh | PAD4 inh | PAFAH2 inh | PREPL inh
COc1ccc(NC(=O)c2nc3nc(C)cc(C(F)F)n3n2)cc1OC | -2 | 3 | 6 | 1 | -8 | 2 | -2 | 0 | -2
Cn1nnc(NC(=O)c2ccc(C(C)(C)C)cc2)n1 | 9 | 24 | -2 | -6 | -5 | 1 | 2 | 5 | -9
CCC(C)(C(=O)NC1CCCCC1)N(C(=O)CNC(C)=O)c1c(C)n(C)n(-c2ccccc2)c1=O (stereo not drawn) | -8 | -16 | -7 | 2 | 4 | -4 | -4 | -2 | 12
CCc1nc2sc(C(C)=O)c(N)c2c2c1CCCC2 | -1 | -14 | -5 | 1 | -3 | · | -2 | · | 26
CC(CC(=O)Nc1ccccc1)NCCCN1CCCC1=O (stereo not drawn) | -15 | -10 | 1 | 2 | 1 | 15 | -4 | 4 | 12
CCSc1ccccc1C(=O)Nc1ccc(S(=O)(=O)NC(C)=O)cc1 | -5 | 16 | 8 | -2 | -9 | 12 | -1 | 0 | -1
C/C(CCc1ccccc1)=N\NC(=O)COc1ccccc1C | 7 | -16 | 4 | 2 | 4 | 5 | 1 | -3 | 16
CCC(OC(=O)c1ccco1)C(=O)NC1CCCC1 (stereo not drawn) | -2 | -7 | -2 | 0 | 3 | 2 | 1 | 0 | 8
CCCC(=O)NC(Nc1cccc(C(F)(F)F)c1)C(Cl)(Cl)Cl (stereo not drawn) | -17 | 0 | -12 | -3 | -4 | 7 | -2 | 2 | -9
COc1cccc(C(=O)NN2CCOCC2)c1 | 3 | -13 | 9 | -1 | -2 | 1 | 2 | 1 | 10
Cc1[nH]c(C)c(S(=O)(=O)N2CCCCC2C)c1C(=O)N1CCCC1 (stereo not drawn) | -2 | 1 | 7 | 1 | 1 | -1 | 2 | 2 | 6
COc1ccc(N(C)S(=O)(=O)c2cccc(C(=O)OCC(=O)N(C)c3ccccc3)c2)cc1 | · | · | · | · | · | 10 | -1 | -2 | 10
N/C(=N\N=C/c1ccc(F)cc1)N/N=C\c1ccc(F)cc1 | -2 | -17 | 1 | 1 | 4 | 2 | 4 | -2 | 27
CCOc1cc(S(=O)(=O)N2CCCCC2)ccc1F | 6 | 7 | 8 | -1 | -4 | 3 | 0 | -9 | 7
COC(=O)c1ccc(NC(=O)c2cnc3scc(C)n3c2=O)cc1 | 9 | 3 | 3 | -1 | 2 | · | 1 | · | 10
CC1CCC(n2c(=S)[nH]c3ccccc3c2=O)CC1 (stereo not drawn) | 4 | 4 | 0 | -1 | -9 | 0 | -5 | 2 | 4
COC(=O)C(NC(C)=O)(Nc1cc(C)ccn1)C(F)(F)F (stereo not drawn) | -7 | 12 | 0 | -2 | -3 | 9 | 5 | 0 | -2
Cc1ccc(C)c(NC(=O)CCC(=O)NNC(=O)c2cccc([N+](=O)[O-])c2)c1 | -3 | -8 | 2 | -2 | 1 | 16 | -3 | 3 | 14
O=S1(=O)CCC(NC(=S)NC2CCS(=O)(=O)C2)C1 (stereo not drawn) | -11 | -5 | 6 | -2 | -7 | 5 | -3 | -8 | 14
Cc1noc(C)c1COC(=O)CNC(=O)c1ccc(Cl)cc1 | 1 | 13 | 10 | -1 | -4 | -2 | -1 | 4 | -3
CC1=C(C)NC(=S)SC1 | -6 | -2 | -3 | -1 | -1 | 7 | -3 | 9 | 12
CCOC(=O)C1=C(C)N(CCCCCC(=O)O)C(=O)NC1c1ccc(Br)cc1 (stereo not drawn) | 16 | 9 | 0 | 2 | 0 | 10 | -1 | 5 | 6
COCC(=O)Nc1ccccc1-c1ccccc1 | 13 | -11 | -4 | 1 | 0 | 5 | 6 | 8 | 11
COc1cc(/C=N/NC(=O)c2ccc(O)cc2)ccc1OCC(=O)Nc1cccc([N+](=O)[O-])c1 | -1 | -25 | -2 | -1 | 6 | 7 | 1 | -8 | -2

Some entries already given, limited to LYPLA1 inh and PAFAH2 inh.
compound | LYPLA1 inh | PAFAH2 inh
CC1=C(C)NC(=S)SC1 | -1 | 9
COc1cc(/C=N/NC(=O)c2ccc(O)cc2)ccc1OCC(=O)Nc1cccc([N+](=O)[O-])c1 | -1 | -8
O=S1(=O)CCC(NC(=S)NC2CCS(=O)(=O)C2)C1 (stereo not drawn) | -2 | -8
CCOc1cc(S(=O)(=O)N2CCCCC2)ccc1F | -1 | -9

More structures follow.
SMILES | EBNA-1 inhibitor | ZTA counter | GSTO1 inh | LYPLA1 inh | LYPLA2 counter | PAFAH1B3 inh | PAD4 inh | PAFAH2 inh | PREPL inh
O=C(O)CN1C(=O)C(=O)N(Cc2ccc(Cl)c(Cl)c2)C1=O | 15 | 8 | 1 | 2 | -1 | 5 | 0 | 5 | 0
O=C(N=C1SCC(=O)N1c1ccccc1Cl)c1ccco1 | -15 | -4 | -17 | -8 | -17 | -4 | -53 | -2 | -19
Cc1cc(C(F)F)n2nc(C(=O)NCc3ccccc3F)nc2n1 | -6 | -12 | -2 | -1 | 1 | 3 | -2 | 1 | 10
COc1nc(-c2ccccc2)ccc1-c1noc(-c2ccccc2)n1 | 11 | -4 | -7 | -9 | -17 | -1 | 2 | -16 | -8
CC(=O)Nc1ccc(S(=O)(=O)NCC2CCC(C(=O)NCCCOC(C)C)CC2)cc1 (stereo not drawn) | 4 | 6 | -3 | -3 | -9 | · | 1 | · | 1
Cc1ccc(C)c(Cn2nnc3c(=O)[nH]c(C4CCCN(C(=O)C5CCC5)C4)nc32)c1 (stereo not drawn) | -5 | 15 | -2 | 5 | 0 | 2 | -1 | 6 | 14
COc1ccc(S(=O)(=O)NC2CCCCCC2)c(OC)c1 | -11 | 4 | 6 | 0 | 0 | 1 | 0 | -2 | -2
O=C(c1ccccc1)N1CCN(C(=S)NCc2ccco2)CC1 | -4 | 1 | -2 | -1 | -2 | 10 | -3 | 3 | 1
Cc1[nH]c(=S)[nH]c(=O)c1CCCO | -11 | -12 | -6 | 0 | -3 | 8 | 3 | -3 | 0
COCCN(C(=S)Nc1cccc(C)c1C)C(C)c1ccco1 (stereo not drawn) | -20 | -2 | 0 | -1 | 1 | 3 | -1 | 5 | 11
O=C(CN1C(=O)NC2(CCc3ccccc32)C1=O)NCC(=O)Nc1ccc(F)cc1 (stereo not drawn) | · | 3 | · | 0 | 6 | 3 | -23 | 1 | 3
COc1ccccc1C(=O)Nn1cnc2ccccc2c1=O | -4 | 1 | 0 | 0 | 4 | 12 | -1 | 8 | 18
Cc1ccc(S(=O)(=O)N2CCOCC2)cc1C(=O)N1CCN(S(=O)(=O)c2cccs2)CC1 | 6 | 14 | 7 | 0 | -1 | -3 | 2 | -3 | 6
Fc1ccc(CN2CCN(C(c3ccccc3)c3ccccc3)CC2)cc1 | -9 | -6 | -2 | 0 | 6 | 7 | -8 | 3 | -1
O=C(OCC(=O)N1CCCCC1)c1ccc2c(c1)C(=O)N(Cc1ccco1)C2=O | · | 5 | · | -1 | 3 | 2 | 5 | 4 | 5
Cn1c(=O)c2c(nc(Br)n2Cc2ccccc2Cl)n(C)c1=O | -7 | 15 | -9 | 2 | 1 | 7 | 3 | -1 | 14
O=c1oc(-c2cccc(S(=O)(=O)N3CCOCC3)c2)nc2ccccc12 | 0 | 6 | -8 | -3 | 4 | -1 | -2 | 61* | 6
CCOc1ccc(C(=O)NC2CC3CCCC(C2)N3Cc2ccccc2)cc1 (stereo not drawn) | -9 | 10 | 2 | -1 | -1 | 3 | -1 | 8 | 2
CCN1C(=O)C(O)(C2COC(C)(C)CC2=O)c2cc(Br)ccc21 (stereo not drawn) | -4 | 17 | 9 | 3 | 5 | -3 | -2 | -5 | 13
COCc1c(C(=O)N2CCN(Cc3ccc4c(c3)OCO4)CC2)oc2ccccc12 | · | 17 | · | -3 | -3 | 4 | -2 | 3 | 7
Cc1ccc(SCc2nc(N)nc(Nc3ccccc3C)n2)c(C)c1 | -4 | -11 | 4 | -6 | -5 | 2 | 0 | 3 | -5
CCN(CC)CCCn1c2c(c(SCC(=O)Nc3ccccc3Cl)nc1=O)CCC2 | -8 | -2 | 1 | 2 | -1 | 15 | -1 | 2 | 0
Cc1c(C(=O)Nc2ccc(Cl)cc2)c2ccccn2c1C(=O)c1ccc([N+](=O)[O-])cc1 | -9 | 1 | -6 | -1 | -3 | -11 | -2 | -3 | 11
COc1ccc(-c2nc3cnccn3c2Nc2ccc3c(c2)OCO3)cc1 | 4 | -7 | 5 | 2 | 1 | 13 | -5 | 2 | 20

Single records, as listed above. Order of screens: EBNA-1 inhibitor	ZTA counter	GSTO1 inh	LYPLA1 inh	LYPLA2 counter	PAFAH1B3 inh	PAD4 inh	PAFAH2 inh	PREPL inh
CCN1C(=O)C(O)(C2COC(C)(C)CC2=O)c2cc(Br)ccc21 (stereo not drawn) as listed: -4	17	9	3	5	-3	-2	-5	13
Cc1ccc(SCc2nc(N)nc(Nc3ccccc3C)n2)c(C)c1 as listed: -4	-11	4	-6	-5	2	0	3	-5

(continued)
SMILES | EBNA-1 inhibitor | ZTA counter | GSTO1 inh | LYPLA1 inh | LYPLA2 counter | PAFAH1B3 inh | PAD4 inh | PAFAH2 inh | PREPL inh
COc1ccc(-n2c3c(cc(C(=O)NCC(=O)c4ccccc4)c2=O)C(=O)CC(C)(C)C3)cc1 | -8 | -2 | -1 | -2 | -3 | -2 | -1 | 2 | 13
Cc1ccc(-c2nn(-c3ccc(F)cc3)cc2C(=O)NCC2CCCO2)cc1 (stereo not drawn) | -1 | -4 | 2 | 2 | 6 | 6 | 3 | -3 | 12
Cc1ccccc1NC(=O)c1ccc2c(c1)C(=O)N(CC(C)C)C2=O | -5 | 3 | 2 | -3 | 0 | 10 | -3 | 0 | -4
CCOC(=O)N1CCN(C(=O)c2ccc(CN(c3ccc(C)c(C)c3)S(C)(=O)=O)cc2)CC1 | 3 | 12 | 2 | -1 | 2 | -4 | 2 | -9 | 3
Cc1cc(C)c(C)c(S(=O)(=O)NCc2ccncc2)c1C | 1 | -2 | 2 | 2 | 0 | 5 | -2 | -8 | -3
OC[C@@H](O)C1OC2NC(=S)OC2C1O (stereo partly drawn) | 11 | -7 | 2 | -2 | -2 | 10 | -1 | -3 | 3
COC(=O)c1ccc(CS(=O)(=O)c2ccc(F)cc2)o1 | 0 | -14 | -1 | 3 | 12 | 8 | -2 | 10 | 10
CCC(Oc1ccc(Br)cc1Cl)C(=O)Nc1nnc(C2CC2)s1 (stereo not drawn) | 10 | 1 | -99 | 0 | -2 | -2 | 3 | 4 | -11
COc1ccc(CCNC(=O)/C=C/c2ccc(S(=O)(=O)N3CCOCC3)cc2)cc1 | · | 6 | · | 1 | 6 | -1 | -1 | -3 | 14
COCC1CCN(C(=O)C2CCC(=O)N(CCc3cccc(F)c3)C2)CC1 (stereo not drawn) | -8 | -10 | 1 | 1 | 3 | 7 | -2 | -1 | 5
CNC(=S)N(Cc1cccs1)Cc1cc2ccc(OC)cc2[nH]c1=O | 9 | 15 | 4 | 1 | 1 | 10 | -7 | 3 | 5
c1ccc(-c2nnc(SCc3cn4ccsc4n3)o2)cc1 | 3 | 7 | 4 | -2 | -7 | -1 | -3 | 4 | 8
O=C(NCc1ccccn1)c1nc(-c2cccs2)no1 | 1 | -16 | 4 | 0 | 5 | 3 | 3 | 0 | 6
COc1ccc(Cl)cc1-c1nc(SCC(=O)NCC2CCCO2)n[nH]1 (stereo not drawn) | · | -4 | · | -2 | -8 | 3 | 2 | 0 | 13
Cc1[nH]nc2c1/C(=N\O)CC(C)(C)C2 | 6 | 1 | 5 | -2 | 0 | 4 | 3 | -3 | 25
CC(=O)c1sc(-c2ccc(F)cc2)cc1NS(=O)(=O)c1ccccc1 | 6 | 17 | 2 | 0 | 0 | 5 | 0 | 5 | -3
CN(C)S(=O)(=O)c1cccc(C(=O)NC2CCSc3ccccc32)c1 (stereo not drawn) | -7 | 0 | -3 | 0 | 0 | 7 | 4 | 1 | 1
O=C(O)c1cc(NC(=O)c2ccc([N+](=O)[O-])cc2)cc(NC(=O)c2ccc([N+](=O)[O-])cc2)c1 | -13 | 5 | -3 | -4 | -7 | 5 | 0 | 3 | 23
